Giardia FBPA inh = inhibitors of Giardia lamblia fructose-1,6-bisphosphate aldolase; purified Giardia FBPA; A8B2U2; 290,000 compounds, 0.71% hits; Potency, µM (top dose mostly 59.6 µM), inactives show at the top dose activity, negative = inhibition, most hits filed as inhibitors; active = well fitted inhibition curve with a large enough effect; inconclusive = small, poorly fitted or top-dose-only effect, or effect the other way; also: nearly all actives have a fitted effect of over 55% in size
Target sequence (A8B2U2 whole entry, looked up): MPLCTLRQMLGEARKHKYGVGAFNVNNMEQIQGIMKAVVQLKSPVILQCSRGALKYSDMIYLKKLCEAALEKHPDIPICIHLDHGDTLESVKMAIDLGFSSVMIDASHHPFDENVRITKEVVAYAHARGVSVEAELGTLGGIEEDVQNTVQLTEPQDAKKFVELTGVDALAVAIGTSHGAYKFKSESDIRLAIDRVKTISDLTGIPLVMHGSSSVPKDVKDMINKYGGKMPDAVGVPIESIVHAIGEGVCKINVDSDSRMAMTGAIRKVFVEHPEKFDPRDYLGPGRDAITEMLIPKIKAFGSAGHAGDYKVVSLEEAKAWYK
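40 nM FBPA preincubated 10 min at RT with compound (up to 57.5 uM final), then substrate plus GAPDH/TPI/NAD/arsenate coupling and diaphorase/resazurin added. Fluorescence read after 20 min at RT, 525/598 nm.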
Active calls of the source: *; ? = inconclusive; & = joins results of further samples; [ ] = remark or other dose. % is scaled to controls: 0 for no effect and ±100 for the full control effect; potency is read from the fitted curve at half-maximal effect.

Compound	Giardia FBPA inh
CCC1COC(Cn2cncn2)(c2ccc(Cl)cc2Cl)O1 (centres undefined)	3.6%
O=c1c(-c2cc(F)cc(F)c2)nc2cnc(Nc3ccccc3)nc2n1C[C@H]1CCCO1	6.3%
CCOC(=O)CNC(=O)O[C@@H]1C(=O)c2ccc(OC)cc2O[C@H]1c1ccc2c(c1)OCO2	-0.5%
COc1cc(C2CC(=O)Oc3ccc(O)cc32)cc(OC)c1OC (centres undefined)	?
Cc1cnc(CNc2ccnc(-c3ccccc3CN(C)C)n2)cn1	-14.9%
CCCc1cc2c(n1Cc1cccc(Cl)c1)C(C)C1CN(C(=O)c3ccccc3)C(C)(C(=O)OC)C21 (centres undefined)	-23.8%
COc1cc(C(CCN2CCCC2)c2c(OC)cc(OC)c3c2OC(=O)CC3c2ccc(N(C)C)cc2)cc(OC)c1OC (centres undefined)	-4.9%
CC(C)NC[C@H](O)c1cc(O)cc(O)c1	1.7%[21.7 µM]
N=c1ccn2c(n1)OCC1C2O[C@@H](O)[C@H]1O (some centres undefined)	-4.1%
CC(C)CN1CC[C@@]2(CCCN(C(=O)c3ccncc3)C2)C1	-11.7%
N#CCCn1c(=O)c(-c2cccs2)nc2cnc(OCc3ccccc3)nc21	-5.9%
CCC[C@@H]1C[C@@]1(CCC)C(NS(=O)(=O)c1cccc2cccnc12)c1ccc(Cl)cc1 (some centres undefined)	0.7%
C1CCN2CC3CC(CN4CCCC[C@@H]34)C2C1 (some centres undefined)	2.9%
C=C1C[C@@]23CC4C5[C@@]6(C)C[C@H](O)C[C@@]57C2[C@H](O)[C@@H]1[C@H](O)[C@H]3[C@H]7N4C6	3.2%
C=C1C(C2(C)C=CC(=O)C(C)(C)C2CC(=O)OC)CC[C@@]2(C)C(c3ccoc3)OC(=O)C3OC132 (some centres undefined)	-2.7%
COc1ccc(C(=O)/C=C/c2ccccc2)cc1	-1.5%
COc1cccc(Nc2ncc3nc(-c4cc(F)cc(F)c4)c(=O)n(CCC#N)c3n2)c1	3.1%
COCCn1c(=O)c(-c2cccs2)nc2cnc(OCc3ccccc3)nc21	1.6%
COc1ccccc1-c1nnc2n1N=C(c1c(OC)cccc1OC)CS2	6.0%
COC(=O)C1=C(C)N(Cc2ccccc2)[C@]23O[C@](C(=O)OC)(C(=O)N2C1c1ccccc1)C(c1ccccc1)C3C(=O)c1ccccc1 (some centres undefined)	2.9%&0.2%[12.9 µM]
CCCCc1nc2c(c3c1C[C@H](C)OC3)CN(C(=O)NCCc1c[nH]c3ccccc13)CC2	0.6%[12.9 µM]
COc1cc2c3cc1Oc1cc(ccc1O)CC1c4c(cc(OC)c(O)c4Oc4ccc(cc4)CC3N(C)CC2)CC[N+]1(C)C (centres undefined)	-6.9%
COCCn1c(=O)c(C)nc2cnc(N3CCN(C)CC3)nc21	6.0%
COC(=O)[C@@]1(Cc2ccc(F)cc2)[C@H]2c3cc(C(=O)N4CCCC4)n(CCc4c[nH]c5cc(F)ccc45)c3C[C@H]2CN1C(=O)c1ccccc1	-9.5%
CC1(C)C[C@@H]2C(=O)CCC3O[C@@]3(C)CCC21 (some centres undefined)	2.6%
CC(=O)Nc1ccc(C2NC(C(=O)O)CCC2C)cc1 (centres undefined)	2.9%[12.9 µM]
O=C1[C@H]2[C@H]3[C@H](O)[C@H](O)C/C(=N/OCc4ccccc4)[C@@H]3CC[C@@H]2C(=O)N1Cc1ccccc1	3.3%[12.9 µM]
COC(=O)N1CCC2(CCCN(c3cccc(-c4ccccc4)c3)C2)CC1	0.7%
CCC(C)C(NC(=O)OC(C)(C)C)C(=O)NC1COC2CC(n3cc(F)c(=O)[nH]c3=O)OC12 (centres undefined)	0.7%
CC(=O)O[C@]1(C(C)=O)CC[C@@H]2[C@@H]3C=C(C)C4=CC(=O)CC[C@@]4(C)[C@H]3CC[C@]21C	-1.6%[21.7 µM]

Following part.
Compound	Giardia FBPA inh
CC1(C)O[C@@H]2[C@@H](O1)C(c1ccccc1)(c1ccccc1)OP(=O)(O)OC2(c1ccccc1)c1ccccc1	6.0%
COC(=O)NC(c1ccccc1)C1(C(=O)OC)C(=O)Cc2ccccc21 (centres undefined)	-8.7%
COc1ccc(NC(=O)N2CC[C@@]3(CCCN(C(=O)c4cccn4C)C3)C2)cc1	-0.3%
O=c1c(-c2ccc(F)cc2)nc2cnc(Nc3ccccc3)nc2n1Cc1cccs1	-0.1%
COC(=O)/C=C/C1c2ccccc2C(OC)C1C (centres undefined)	-0.7%[12.9 µM]
CC1CC[C@@]2(OC1)OC1CC3C4CC[C@H]5CC(O)CC[C@@]5(C)C4CC[C@]3(C)C1C2C (some centres undefined)	0.7%
Cc1cccc(CNc2nc(-c3ccoc3)nc3ccccc23)c1	-13.1%
CC(C)=CCC[C@](C)(O[C@@H]1O[C@H](CO)[C@@H](O)[C@H](O)[C@H]1O)[C@H]1CC[C@]2(C)[C@@H]1[C@H](O)C[C@@H]1[C@@]3(C)CC[C@H](O[C@@H]4O[C@H](CO)[C@@H](O)[C@H](O)[C@H]4O[C@@H]4O[C@H](CO)[C@@H](O)[C@H](O)[C@H]4O)C(C)(C)[C@@H]3[C@@H](O)C[C@]12C	6.2%
COC(=O)[C@@H]1C[C@H]1[C@@H](NC(=O)c1cccnc1)c1ccccc1	6.7%
C[C@@]12CCC3C(CC[C@@H]4CC(O)CC[C@@]34C)C1CCC2O (some centres undefined)	-0.7%
COc1ncc2nc(-c3cc(F)cc(F)c3)c(=O)n(C[C@H]3CCCO3)c2n1	-15.3%
Cc1ccccc1-c1ccc2ncnc(-n3ccnc3)c2c1	9.2%
CC1(C)C(=O)[C@@H]2OC2[C@@]2(C)C1CC(O)[C@]1(C)C2CC[C@@]2(C)C(c3ccoc3)OC(=O)C3OC312 (some centres undefined)	-2.9%
CC[C@@H]1OC(=O)[C@H](C)[C@H](O[C@@H]2C[C@](C)(OC)[C@H](O)[C@H](C)O2)[C@H](C)[C@H](O[C@@H]2O[C@@H](C)C[C@@H](N(C)C)[C@@H]2O)[C@](C)(O)C[C@H](C)C(=O)[C@H](C)[C@H](O)[C@]1(C)O	-3.9%[21.7 µM]
CC(Cc1ccccc1)C(=O)NCCc1c[nH]c2ccccc12 (centres undefined)	-11.7%
C/C(CCC(=O)OC[C@@H]1O[C@H](C#Cc2ccccc2)C=C[C@@H]1Oc1ccc(C)cc1)=N/OC[C@@H](C)[C@H](OCc1ccccc1)C(C)C	0.8%[12.9 µM]
CN(C)c1ncc2nc(-c3cc(F)cc(F)c3)c(=O)n(CCc3ccccc3)c2n1	-4.1%
Nc1ncn(C2OC(CO)C(O)C2O)c(=O)n1 (centres undefined)	4.2%
CCC/C=C(\CCC)C(NS(=O)(=O)c1ccc(C(F)(F)F)cc1)c1ccc(-c2ccccc2)cc1 (centres undefined)	-0.9%
O=C(N/N=C\c1ccc([N+](=O)[O-])o1)c1ccc(O)cc1	-16.1%[21.7 µM]
CC(C)=CCCC1(C)C=Cc2c(O)c3c(c(CC=C(C)C)c2O1)OC12C(=CC4CC1C(C)(C)OC2(C/C=C(/C)C(=O)O)C4O)C3=O (centres undefined)	-6.9%
COc1cccc(-c2cc(NCc3cccs3)ncn2)c1	-16.6%
C[C@@]12CCC(O)C[C@H]1CCC1C2CC[C@]2(C)C(=O)CCC12 (some centres undefined)	4.4%
CN(Cc1ccco1)c1cc(-c2ccc3c(c2)OCO3)ncn1	-11.2%
COc1cc2c(c(OC)c1OC)-c1c(cc3c(c1OC)OCO3)CC(C)C(C)C2 (centres undefined)	-1.9%
COc1ccccc1CNc1ncnc2ccc(-c3cccc(NS(C)(=O)=O)c3)cc12	-0.6%
COC(=O)N[C@H](C[N+](=O)[O-])c1cccc(C)c1	-0.1%
CS(=O)(=O)N1CCC2(CCCN(Cc3ccncc3)C2)CC1	-1.0%
COc1ccc(C(=O)N2CCC[C@@]3(CCN(C(=O)Nc4cccc(F)c4)C3)C2)cc1	-0.6%
COc1ccc(-n2c(=O)c(-c3cccs3)nc3cnc(Nc4cccc(OC)c4)nc32)cc1	-0.6%

Later entries:
Compound	Giardia FBPA inh
CCC[C@H]1C[C@H](C(=O)N[C@H]([C@@H]2O[C@H](SC)[C@@H](O)[C@H](O)[C@@H]2O)[C@H](C)O)N(C)C1	-4.6%[21.7 µM]
CN(C)Cc1ccccc1-c1cncnc1Nc1ccccc1	3.4%
CCCNC(=O)OC[C@@H]1O[C@H](CCO/N=C\c2ccc(C(=O)N3[C@H](c4ccc(C)cc4)[C@@H](C)CC[C@H]3C(=O)OC)cc2)C=C[C@@H]1Oc1ccc(OC)cc1	3.9%[12.9 µM]
CC(CN(C)C)C(C)(O)Cc1ccc(Cl)cc1 (centres undefined)	2.2%
CC(Cc1ccccc1)C(=O)NCC1CC1 (centres undefined)	4.4%
O=C(O)[C@@H]1CSC(c2cccnc2)N1 (some centres undefined)	?
Cc1noc(C)c1C(=O)N1CCC2(CC1)CCN(C(c1ccccc1)c1ccccc1)CC2	-0.1%
OC(c1ccc(Cl)cc1)(c1cncnc1)c1ccccc1Cl (centres undefined)	0.8%
O=c1[nH]c(=O)n([C@@H]2O[C@H](CO)[C@@H](O)[C@H]2O)cc1F	3.5%
CC1CCC(C(C)(C)O)CC2=C1CCC2C (centres undefined)	-9.2%
COCCn1c(=O)c(-c2ccccc2)nc2cnc(OCc3ccccc3)nc21	-1.5%
COCC(=O)N1CCC2(CCCN(Cc3ccccc3OC)C2)CC1	-17.6%
c1csc(CNc2ncncc2-c2ccc3c(c2)OCO3)c1	-4.3%
O=C1NCN(c2ccccc2)C12CCN(CC1COc3ccccc3O1)CC2 (centres undefined)	0.1%
COc1ccccc1-c1nccc(N2CCN(C)CC2)n1	0.0%
Cc1nc2cnc(N3CCN(C)CC3)nc2n(C)c1=O	-0.5%
Cc1noc(C)c1-c1ccc2ncnc(N(C)Cc3ccco3)c2c1	-0.1%
CCCn1c(-c2ccc(F)cc2)nc2c(NCCCCN(CC)CC)nc(C)nc21	-3.3%
O=S(=O)(c1ccccc1)N1CCC2(CCCN(Cc3ccccc3)C2)CC1	-0.8%
CCCCC1=CC2=CC(=O)C(C)(OC(=O)c3ccc(Cl)nc3)C(=O)C2=CO1 (centres undefined)	-8.7%
CC1CN(S(=O)(=O)c2cccc3cnccc23)CCN1 (centres undefined)	-2.9%
CSCC[C@H](NC(=O)[C@@H](NC(=O)[C@H](CCC(=O)O)NC(=O)[C@H](CCSC)NC(=O)[C@H](CC(N)=O)NC(=O)[C@H](CCC(=O)O)NC(=O)[C@H](CC(N)=O)NC(=O)[C@H](CO)NC(=O)[C@H](C)N)[C@@H](C)O)C(=O)O	1.0%
CCCCCCCCCCCCCCCCn1cc[n+](Cc2ccccc2)c1C	-7.3%
CN1C2CCC1CC(OC(=O)C1CCC(C(=O)OC3CC4CCC(C3)N4C)(c3ccccc3)c3ccccc31)C2 (centres undefined)	4.5%
CCCC(=O)O[C@@H]1[C@@H](C)[C@@]2(O)[C@@H](C=C(CO)C[C@]3(O)C(=O)C(C)=C[C@@H]23)[C@@H]2C(C)(C)[C@]12OC(=O)CCC	-1.7%
CCCCC/C=C\C/C=C\CCCCCCCCCC(=O)NCCCC(=O)O	8.6%
CC(C)=NOCc1cccc(-c2cc(-c3ccccc3)no2)c1	-24.9%[12.9 µM]
CC(=O)CC(c1ccccc1)c1c(O)c2ccc(O)cc2oc1=O (centres undefined)	29.1%
CCCC[C@@H]1C[C@H]1C(NC(=O)c1cccnc1)c1ccc(-c2ccccc2)cc1 (some centres undefined)	0.9%
COc1c(C)c2c(c(O)c1CC=C(C)CCC(=O)OCCN1CCOCC1)C(=O)OC2	-5.3%

Screening data deposited in PubChem by National Center for Advancing Translational Sciences (NCATS).

This is a subset (hit frequency here may not be typical).
